# Screening results (PubChem)
# PLCg1 inh: blocks human PLC-gamma1 enzyme activity | purified PLC-gamma1, fluorogenic substrate, fluorescence | inhibition, % at 12.2 µM | P19174 | hit rate 0.84% among 370,000; in the data active = inhibition above about 9.5%
# ADAM17 inh: inhibits human ADAM17 | recombinant ADAM17, EDANS/DABCYL FRET peptide cleavage | inhibition, % at 6.95 µM | hit rate 0.83% among 370,000 | P78536;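 active = inhibition above the mean of compounds lying between control limits plus 3 SD, set per campaign, cut at about 8.5% in these data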;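 also: 0% = DMSO-only wells as the low control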
# proKLK7 act: proKLK7 (human) activation, primary screen; P49862; purified proKLK7, EDANS-DABCYL substrate fluorescence; 100% is mature enzyme control, 0% vehicle; activation, % at 7 µM; hit rate 0.9% among 370,000;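 active = activation above the mean of all tested compounds plus 3 SD, computed per campaign excluding outliers beyond control limits, cut at about 13% in these data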
# Target sequence (P49862 whole entry, looked up): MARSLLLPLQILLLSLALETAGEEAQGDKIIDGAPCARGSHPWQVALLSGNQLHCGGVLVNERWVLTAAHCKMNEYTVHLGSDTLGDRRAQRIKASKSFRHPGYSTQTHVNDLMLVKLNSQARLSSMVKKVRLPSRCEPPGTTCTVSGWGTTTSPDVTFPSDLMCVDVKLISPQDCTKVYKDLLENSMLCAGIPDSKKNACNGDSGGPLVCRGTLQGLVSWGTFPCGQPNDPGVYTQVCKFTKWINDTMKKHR
# ASAP1 GAP inh: ASAP1 ArfGAP inhibition; hit rate 0.19% among 360,000; Q9ULH1; ASAP1-stimulated ARF1 GTP hydrolysis, GDP FP detection; inhibition, % at 16.5 µM; in the data active = inhibition above about 25%;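 also: 0% = vehicle with enzyme and substrate and 100% = no enzyme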
# DDE Tn6 FP inh: DD(E)-Tn6 binding inhibition, primary FP screen | P02675 | Fibrin DD(E) TRITC-Tn6 fluorescence polarization displacement | inhibition, % at 8.3 µM | hit rate 0.21% among 370,000 | AID 720509;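 active = inhibition above a per-campaign cutoff: mean of compounds within control limits plus 3 SD, cut at about 15% in these data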;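 also: 0% = median of all compound wells on the plate and 100% = blocking peptide control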
# ADAM10 inh: inhibitors of human ADAM10; hit rate 0.62% among 370,000; recombinant ADAM10, EDANS/DABCYL FRET peptide cleavage, 3 h; inhibition, % at 7 µM; O14672;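 active = inhibition above a per-campaign cutoff equal to the mean of compounds falling between control-based bounds plus 3 SD, cut at about 20% in these data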;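 also: 0% = DMSO wells while the 100% control is not disclosed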
# Tn7 DDE FP: disrupts Tn7 cyclic peptide binding to fibrin D-Dimer-E complex | hit rate 0.13% among 370,000 | AID 720508 | FP displacement of FITC-Tn7 peptide from fibrin DD(E); 0% = median of compound wells per plate | inhibition, % at 8.3 µM | P02675;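 active = inhibition above the mean of compounds falling within the control limits plus 3 SD of them, cut at about 14% in these data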;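 also: 0% = plate median of compound wells and 100% = 10 µM Aha-Tn7 peptide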
#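 Assay system: human fibrin DD(E). Input: DD(E) 2 µM final. Medium: Tris buffer with calcium and detergent, pH 7.8. Compound dosing: single point at 8.3 µM. Timing: 10 min plus 3 h, room temperature. Technique: fluorescence polarization of the labelled Tn7 tracer. Read-out: percent inhibition. Replicates: singlicate testing.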
# TDP2 absorb: blocks human TDP2 phosphodiesterase activity; inhibition, % at 12.8 µM; hit rate 0.34% among 370,000; O95551; recombinant TDP2, T5PNP hydrolysis, p-nitrophenol absorbance 415 nm;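 active = inhibition above the mean of all tested compounds plus 3 SD, set per campaign, cut at about 25% in these data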;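 also: 0% = DMSO with enzyme and 100% = buffer with substrate but no TDP2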
# Target sequence (O95551 whole entry, looked up): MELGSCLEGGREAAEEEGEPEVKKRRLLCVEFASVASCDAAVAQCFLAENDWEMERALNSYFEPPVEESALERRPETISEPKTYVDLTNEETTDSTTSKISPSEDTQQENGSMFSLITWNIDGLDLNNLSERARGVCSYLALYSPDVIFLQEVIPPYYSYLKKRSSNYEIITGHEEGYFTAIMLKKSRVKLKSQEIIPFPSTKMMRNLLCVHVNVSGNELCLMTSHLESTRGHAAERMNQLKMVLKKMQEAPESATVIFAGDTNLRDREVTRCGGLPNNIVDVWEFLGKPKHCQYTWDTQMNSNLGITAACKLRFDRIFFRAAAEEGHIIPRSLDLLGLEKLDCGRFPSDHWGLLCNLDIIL
#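 test system = human TDP2 enzyme | input = TDP2 enzyme at 120 nM final | medium = 50 mM Tris-HCl pH 7.5 with Mg2+, KCl, DTT, BSA | also added = T5PNP substrate, 5 mM | times = 2 h at 37 °C | technique = epi absorbance | benchmarks = high control without enzyme, low control DMSO plus TDP2 | replication = each compound tested once, singlicate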
# ARFGAP1 inh: inhibits rat ARF GTPase activating protein 1. Arfgap1-stimulated ARF1 GTP hydrolysis, GDP FP detection. hit rate 0.26% among 360,000. inhibition, % at 16.5 µM;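 active = inhibition above a per-plate limit, mean inhibition of low control wells plus 3 SD, cut at about 25% in these data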;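 also: 0% = DMSO wells with enzyme and 100% = wells lacking Arfgap1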
# Target sequence (Q62848 1-136 limits assumed): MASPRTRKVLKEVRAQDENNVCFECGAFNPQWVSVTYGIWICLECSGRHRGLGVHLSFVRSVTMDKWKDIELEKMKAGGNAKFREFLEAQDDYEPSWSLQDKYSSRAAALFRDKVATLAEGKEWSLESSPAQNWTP
#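 material = rat Arfgap1 catalytic domain, aa 1-136 | also added = human ARF1(Δ1-17)-GTP substrate | compound dosing = one concentration, 16.5 µM, DMSO 1.26% | times = GTP hydrolysis reaction 2 h at 25 °C | measured by = FP, GDP Alexa 633 tracer displaced from anti-GDP antibody, 620/688 nm | evaluation = percent inhibition of Arfgap1-stimulated GTP hydrolysis | replication = single well per compound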
# LEDGF integ inh: blocks HIV-1 LEDGF/p75-dependent DNA integration | TR-FRET IN-LEDGF/p75 DNA integration, Eu/Cy5 | inhibition, % at 3.7 µM | hit rate 0.64% among 370,000 | AID 743269;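 active = inhibition above the screen-wide mean plus 3 SD, cut at about 13% in these data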;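 also: signal is the Cy5 over europium emission ratio at 671 and 618 nm; 0% = plate median of compound wells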
# The depositor's hits bear a star; · = no result given; & = joins results of further samples. No enrichment for hits, and some 4.2% of all compounds hit somewhere here.
SMILES,PLCg1 inh,ADAM17 inh,proKLK7 act,ASAP1 GAP inh,DDE Tn6 FP inh,ADAM10 inh,Tn7 DDE FP,TDP2 absorb,ARFGAP1 inh,LEDGF integ inh
COC(=O)c1ccc(C2/C(=C(/O)c3ccc(OC)cc3)C(=O)C(=O)N2c2cc(C)on2)cc1 (stereo not drawn),1,-1,0.3,13,-3,4,-2,-8,16,0
CCN(CC(=O)Nc1cc(Cl)ccc1OC)CC(=O)NC1CCS(=O)(=O)C1 (stereo not drawn),4,1,0.2,-2,1,0,-12,2,9,5
O=C(CCSc1nnnn1-c1ccccc1)N1CCOCC1,1,-5,0.4,-9,1,0,0,-4,-4,-2
CCCn1c(SCC(=O)Nc2cc(S(=O)(=O)N3CCOCC3)ccc2OC)n[nH]c1=O,2,3,-0.2,-1,-4,-3,-1,1,4,-1
Cc1nc(N(C)Cc2ccccc2)c2nnn(Cc3ccccc3)c2n1,6,6,0.4,-5,-1,16,-9,-9,3,-1
C[C@H]1[C@@H](OC(=O)Nc2ccccc2Cl)CC[C@@]23CCCN2C(=O)CCC[C@@H]13,1,-5,·,·,-1,-5,-6,-1,·,-3
CCOC(=O)C1(C)C=C(Nc2ccc(OCC)cc2)C(=O)N1c1ccccc1 (stereo not drawn),-22,-7,0.1,-9,-4,-23,2,-12,-3,1
CN(C)CCn1c(COc2ccccc2)nc2ccccc21,4,-1,0.5,2,0,-3,-5,1,-7,0
O=C(CCNS(=O)(=O)c1c(Cl)cccc1Cl)OCC(=O)c1ccccc1F,0,-5,0.2,5,0,-1,2,-3,4,2
COC(=O)[C@]12C[C@H](CC(=O)NCc3cccs3)C(=O)N(Cc3ccco3)C1=C[C@H](C(C)(C)C)O[C@@H]2C,0,0,0.9,·,1,-4,4,-8,·,-1
C=CCN(Cc1ccc(OC)cc1OC)C(C#CCCCC)c1ccccc1 (stereo not drawn),-1,1,·,·,4,4,-6,-3,·,3
CCOc1ccc(OCC(=O)Nc2ccc(OC)cc2)cc1,2,-2,-0.1,8,7,12,2,2,-1,-1
CCCc1nnc(NC(=O)C(C)N2C(=O)C3C4C=CC(C4)C3C2=O)s1 (stereo not drawn),-1,-4,-0.1,-11,-5,-15,-3,7,-1,0
COc1ccc(CC(=O)NCc2cccc(CNC(=O)Cc3ccc(OC)c(OC)c3)c2)cc1OC,-2,-1,-0.4,-5,-10,0,0,-9,8,-3
Cc1ccc(S(=O)(=O)Nc2ccccc2N=Cc2c(F)c(F)c(F)c(F)c2F)cc1,2,-6,-0.1,-3,-9,-7,-1,0,-2,2
CCC(=O)NC(=S)Nc1cc(C(=O)O)ccc1OC,-1,-1,0.4,-12,8,-11,2,-4,8,-10
C=CCSc1nc(C)cc(C(=O)OCC)c1C#N,0,-5,-0.5,-12,-6,-4,0,0,-2,-2
CN(C)C=Nc1ccc(Cl)c(Cl)c1,-1,-3,0.1,-12,-3,2,7,15,-4,-4
Cc1cccc(-c2nnc(SCC(=O)N3CCCC3)o2)c1,-1,-1,0.1,-1,-3,-7,6,7,-5,0
CN=CC1=C(O)C(C(=O)OC)C(C)(C)CC1=O (stereo not drawn),0,-1,0.0,-14,-3,-10,1,-4,6,-6
CCN1CCN(Cc2ccc(NC(=O)c3ccc(C)c(NC(=O)C[C@@H]4NC(=O)[C@H](Cc5ccccc5)NC4=O)c3)cc2C(F)(F)F)CC1,7&-2,-2&-4,0.3&-0.3,2&-4,-1&-5,-3&-11,1&11,6&-1,18&-6,-5&0
CC(=O)c1cc(C(=O)Nc2ccccc2C(=O)O)oc1C,2,-3,0.3,4,3,3,-1,4,-6,4
CCOc1cc(C)c(S(=O)(=O)Nc2ccc(Cl)cn2)cc1C,-2,-1,-0.4,1,3,-2,3,1,0,0
COc1ccc2nc(NNC(=O)C3COc4ccccc4O3)sc2c1 (stereo not drawn),-21,-10,-1.3,2,-6,-15,1,0,8,-5
CC(NCc1ccccc1Cl)C(=O)Nc1ccc(S(=O)(=O)N2CCCC2)cc1 (stereo not drawn),-1,-1,0.7,-3,-3,0,4,-8,-1,0
C#CCNC(=O)c1ccc2sc([C@@H]3O[C@H](CO)[C@H](O)[C@H](O)[C@H]3O)nc2c1,1,1,0.1,14,1,0,5,-12,-7,1
COc1ccc(NS(=O)(=O)c2ccc3ccccc3c2)c2ncccc12,-66,-3,-2.6,0,2,1,-1,-14,10,-14
CCOc1ccccc1OCCOc1ccccc1CC,2,-1,-0.2,-7,-4,3,-4,0,8,2
CCOc1ccc(N2C(=O)CC(NNc3nc4ccccc4s3)C2=O)cc1 (stereo not drawn),0,-2,-1.1,10,8,-10,1,-3,5,-2
CCCN(c1ccc(C(C)C)cc1)S(=O)(=O)c1c(C)[nH]c(=O)[nH]c1=O,0,-5,-0.6,3,-6,3,7,3,1,-3
COc1ccc(NC(=S)N/N=C2/CCCc3c(C)cc(C)cc32)cc1,0,-2,-0.5,3,3,6,-5,6,-5,-2
COc1ccc(OC2CCN(S(=O)(=O)c3ccc(OC)cc3)CC2)cc1,6,1,0.5,5,4,10,4,-13,0,6
CCc1cc(=O)oc2cc(C)c(CN3CCCC3)c(O)c12,-32,-1,-1.8,-22,-6,-2,-4,-7,-17,35*
COc1ccc(C2N=C(N)N=C(N)N2c2ccc(C)cc2)cc1 (stereo not drawn),-3,-4,0.0,-6,0,3,1,-1,-1,3
Clc1ccc(-c2nc(NCCN3CCOCC3)c3ccccc3n2)cc1,-6,0,0.7,7,-1,4,4,-15,13,-1
CCCCn1[nH]c(-c2ccccc2)cc1=O,1,5,0.6,-1,-13,1,6,47*,0,7
CCCCCOc1ccc(C(=O)CCC(=O)NC(C)c2ccc(S(N)(=O)=O)cc2)cc1 (stereo not drawn),1,1,-0.2,1,1,0,12,-4,-7,-1
COc1ccc(C2C(C(=O)NCc3ccco3)c3ccccc3C(=O)N2C)cc1 (stereo not drawn),0,-6,0.3,-6,-3,-8,-1,-1,0,-4
Cc1ccc(C2CC2C(=O)NNC(=S)Nc2ccc(Cl)cc2)cc1 (stereo not drawn),2,5,-0.1,7,8,18,7,-17,-1,-1
CCCCc1nnc(NC(=O)CSCc2cc(=O)n3c(C)csc3n2)s1,-4,-12,-0.9,-10,1,-15,4,-10,2,-6
COc1ccc(N2CCN(c3cc(C)c4ccc(C)cc4n3)CC2)cc1,-7,-12,0.5,6,-12,-18,5,-8,9,-3
CCCS(=O)(=O)NC(=O)C1(C)CCCN(C(=O)c2cc(C)nn2C(C)(C)C)C1 (stereo not drawn),1,0,0.9,3,1,-13,0,8,3,-2
C=CCC[C@H](Cc1ccc(F)cc1)C(=O)OC[C@H](C)NC(=O)[C@H](CC=C)CC(=O)N(CCO)Cc1ccccc1,0,0,-0.2,-1,5,8,6,-10,-1,1
COC(=O)c1cc2c(c3c4cc(C)ccc4n(S(=O)(=O)c4ccc(OC)cc4)c13)C(=O)N(Cc1ccccc1OC)C2,-9,-2,-1.1,11,-3,-12,1,-8,-7,0
CC(C(=O)NC1CCCCCC1)N(c1ccccc1)S(C)(=O)=O (stereo not drawn),8,1,0.0,-24,-5,4,0,-10,-7,3
COc1ccccc1C(=O)Nc1ccccc1N1CCCCC1,-3,3,0.9,-1,-8,6,-12,3,-10,0
COc1cccc(-n2c(SCC(=O)N3c4ccccc4CC3C)nnc2-c2ccco2)c1 (stereo not drawn),5,5,0.8,13,-5,13,-3,-15,2,-3
S=c1[nH]nc(-c2cccnc2)n1/N=C/c1ccc(Br)s1,3,6,-0.4,-26,9,7,-3,-20,2,-2
Cc1cc(=O)[nH]c2ccc(S(=O)(=O)Nc3ccc(O)cc3)cc12,-2,-1,0.5,1,-7,6,-9,2,-6,1
COc1ccccc1N(CC(=O)NCCSCc1ccccc1Cl)S(C)(=O)=O,-1,-5,-0.1,9,-6,-8,3,1,5,-2
COc1ccc2[nH]c3c(c2c1)CCN1C(=O)N([C@@H](C)C(=O)NCc2ccccc2)C(=O)[C@]31C,-5,1,-0.9,-5,-6,-15,-1,-1,-2,-3
CN1C(=O)CS(=O)c2ccc(C(=O)NCCC3=CCCCC3)cc21 (stereo not drawn),3,2,0.0,-3,-4,8,4,-9,-11,3
CC(CCc1ccccc1)NC(=O)c1ccc(Br)cc1 (stereo not drawn),0,-4,0.1,0,5,5,6,-8,4,5
Cc1nn(CC(=O)O)c(C)c1[N+](=O)[O-],1,1,0.7,9,-3,3,5,10,-1,3
O=C(NCCN1CCOCC1)N1CCOCC1,0,-3,-0.6,5,3,-9,1,4,9,0
O=C1CNC(=S)N1Cc1ccccc1Cl,-12,-2,0.1,20,4,3,8,9,5,3
C/C(=N/O)c1cc(C(C)(C)C)c(O)c(C(C)(C)C)c1,-1,-5,-0.8,-13,9,6,5,-5,6,1
COc1ccc(C)cc1S(=O)(=O)N1CCCC(C(=O)N2CCN(c3ccccc3F)CC2)C1 (stereo not drawn),0,2,-0.3,-13,-3,-7,-1,1,-10,3
CC(C)c1ccc(NC(=O)C2CCCN2S(=O)(=O)c2ccccc2F)cc1 (stereo not drawn),2,-3,0.1,15,4,-2,0,4,-4,1
CC(=O)c1cccc(NC(=O)COc2ccc(S(=O)(=O)N3CCOCC3)cc2)c1,-3,-2,-0.3,13,-10,-9,-5,9,3,-5
COc1cc(OC)cc(C(=O)n2cnnc2N)c1,5,2,0.2,-1,2,3,-10,-5,-9,25*

# Whole records, looked up by structure:
# COc1ccccc1N(CC(=O)NCCSCc1ccccc1Cl)S(C)(=O)=O as listed: PLCg1 inh = -1; ADAM17 inh = -5; proKLK7 act = -0.1; ASAP1 GAP inh = 9; DDE Tn6 FP inh = -6; ADAM10 inh = -8; Tn7 DDE FP = 3; TDP2 absorb = 1; ARFGAP1 inh = 5; LEDGF integ inh = -2
# Cc1nn(CC(=O)O)c(C)c1[N+](=O)[O-] as listed: PLCg1 inh = 1; ADAM17 inh = 1; proKLK7 act = 0.7; ASAP1 GAP inh = 9; DDE Tn6 FP inh = -3; ADAM10 inh = 3; Tn7 DDE FP = 5; TDP2 absorb = 10; ARFGAP1 inh = -1; LEDGF integ inh = 3
# O=C1CNC(=S)N1Cc1ccccc1Cl as listed: PLCg1 inh = -12; ADAM17 inh = -2; proKLK7 act = 0.1; ASAP1 GAP inh = 20; DDE Tn6 FP inh = 4; ADAM10 inh = 3; Tn7 DDE FP = 8; TDP2 absorb = 9; ARFGAP1 inh = 5; LEDGF integ inh = 3
